Bioassay records as filed in PubChem BioAssay.
MrgX1 antag – antagonists of human MrgX1 receptor. Q96LB2. MRGX1-HEK293 calcium flux, Fluo-4, BAM8-22 antagonism; hits give low values. B-score at 10 µM. 1.3% of 310,000 active. AID 588676;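 active = calcium-response B-score plate-corrected more than 3 library SD below zero, starting fluorescence within 5 deviations, no agonist response on first addition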;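 also: peak minus trough fluorescence over baseline after final BAM8-22 challenge near maximal dose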
Target sequence (Q96LB2 whole entry, looked up): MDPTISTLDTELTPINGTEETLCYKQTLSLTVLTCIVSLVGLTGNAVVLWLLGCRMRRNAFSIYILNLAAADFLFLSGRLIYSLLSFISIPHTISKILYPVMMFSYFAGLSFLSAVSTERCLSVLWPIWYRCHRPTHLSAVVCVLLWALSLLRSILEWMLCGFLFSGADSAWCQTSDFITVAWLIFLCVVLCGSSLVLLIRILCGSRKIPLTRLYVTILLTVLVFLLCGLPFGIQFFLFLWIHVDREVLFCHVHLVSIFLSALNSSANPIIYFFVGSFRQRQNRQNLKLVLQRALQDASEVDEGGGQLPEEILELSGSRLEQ
RGS4 act – potentiators or activators of RGS4 | 0.92% of 310,000 active | HEK293 M3R/inducible RGS4, carbachol calcium flux Fluo4; hits give low values | B-score at 10 µM | AID 463111;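 active = B-score of the integrated calcium signal more than 4 SD below the library mean, with starting fluorescence not abnormally high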;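 also: negative B-score means reduced calcium response which marks RGS4 activation or potentiation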
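test system = HEK293 cells with stable M3R and inducible RGS4 | schedule = recording 10 s baseline at 1 Hz, 100 s post-agonist | technique = Fluo4-AM (2 µM) calcium-flux fluorescence, kinetic read | measure = Agonist-evoked peak-minus-minimum fluorescence over baseline, integrated ratio, B score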
SKKanGAS inh – SKKanGAS growth inhibition. inhibition, % at 7.5 µM. 1.3% of 300,000 active. S. pyogenes SKKanGAS, kanamycin growth, BacTiter-Glo, 6 h;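 active = mean replicate score, as percent of positive control median, at least 50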;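 also: strain carries kanamycin resistance gene driven by streptokinase promoter and grows in 40 µg/ml kanamycin; loss of luminescence reflects streptokinase promoter inhibition or plain growth inhibition; 0% = median of DMSO wells and 100% = positive control at its reference dose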
HDAC3 inh – blocks human histone deacetylase 3. recombinant HDAC3, fluorogenic peptide/trypsin coupled, fluorescence. AID 2718. O15379. inhibition, % at 8.3 µM. 0.15% of 320,000 active; in the data active = inhibition above about 26%, passing the limit was not always enough
Target sequence (O15379 whole entry, looked up): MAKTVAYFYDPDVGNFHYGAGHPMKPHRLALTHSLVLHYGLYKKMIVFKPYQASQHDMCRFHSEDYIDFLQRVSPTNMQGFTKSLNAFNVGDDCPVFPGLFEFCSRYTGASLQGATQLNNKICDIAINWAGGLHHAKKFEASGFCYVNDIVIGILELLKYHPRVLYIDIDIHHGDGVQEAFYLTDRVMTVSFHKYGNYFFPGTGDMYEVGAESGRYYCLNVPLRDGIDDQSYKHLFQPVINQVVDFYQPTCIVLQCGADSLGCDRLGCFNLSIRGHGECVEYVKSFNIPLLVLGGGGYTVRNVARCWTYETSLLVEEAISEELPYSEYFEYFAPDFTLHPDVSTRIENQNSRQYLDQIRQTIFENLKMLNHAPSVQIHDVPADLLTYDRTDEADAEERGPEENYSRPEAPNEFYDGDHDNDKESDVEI
TRPC6 inhibitor – inhibitors of mouse TRPC6 channel. 1.1% of 310,000 active. B-score at 10 µM. HEK293-TRPC6, membrane potential dye, ACh-evoked depolarization; hits give low values. AID 2553;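 active = B-score under library mean minus 3 SD, initial fluorescence not abnormally high, positive integrated signal ratio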;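 also: B-score derived from integrated fluorescence ratio over the kinetic read; more negative B-score means stronger inhibition of depolarization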
RGS4 inh – inhibitors of human RGS4. AID 463165. 0.45% of 310,000 active. B-score at 10 µM. HEK293 M3R/RGS4 inducible, Fluo-4 calcium flux; hits give high values; triggered by carbachol at its EC20;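 active = B-score, a plate-corrected calcium signal, over three deviations above library mean, with baseline fluorescence within five deviations of library mean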;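 also: RGS4 expression induced by doxycycline in cells with stable M3 receptor; B-score is computed from the integrated fluorescence ratio over baseline after carbachol; higher B-score means a larger calcium signal and so more RGS4 inhibition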
MrgX1 ag – activates human MrgX1 receptor signaling. 0.44% of 310,000 active. AID 588627. B-score at 10 µM. MrgX1-HEK293 cells, Fluo-4 calcium fluorescence, agonist mode; hits give high values. Q96LB2;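 active = calcium response B-score plate-corrected fluorescence ratio at least 3 library SD, with starting fluorescence B-score inside 5 SD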
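Material: MrgX1-expressing HEK293 cells; input: 15,000 cells per well; doses: test compound given as first of three sequential additions; schedule: overnight plating before 1 h dye loading; technique: Fluo-4 NW calcium-flux fluorescence, kinetic read; evaluation: baseline-normalised fluorescence change ratio, B-scored; control set: plate-wise positive and negative controls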
TRPC6 activator – activators of mouse TRPC6 channel. Q61143. HEK293-TRPC6 membrane potential dye fluorescence; hits give high values. B-score at 10 µM. 0.13% of 310,000 active. AID 2550;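 active = B-score of the integrated fluorescence ratio above library mean plus 3 SD, and starting fluorescence ratio within library mean plus 5 SD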;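 also: higher score means more depolarization so channel activation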
TMEM16A act – mouse TMEM16A channel activation, primary screen; Q8BHY3; HEK293 TMEM16A/YFP-H148Q/I152L, iodide quench fluorescence; hits give low values; B-score at 10 µM; 0.3% of 340,000 active; AID 623877;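 active = fluorescence-ratio B-score plate-corrected deviation score at least 3 library SD below zero, with starting fluorescence score within 5 deviations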;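 also: channel opened by trigger with iodide after compound preincubation; score built on the fluorescence ratio of max minus min over baseline; more negative score means more quench and so TMEM16A activation or potentiation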
MrgX1 allo act – allosterically activates human MrgX1 receptor signaling; Q96LB2; MrgX1-HEK293, Fluo-4 calcium flux, FDSS; hits give high values; B-score at 10 µM; 0.63% of 310,000 active; AID 588675;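 active = plate-corrected calcium response at least 3 library SD above typical, normal starting fluorescence, not activating the receptor alone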;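 also: compound read alongside a low EC10 to EC30 dose of BAM8-22 agonist; peak minus trough fluorescence over baseline measured at the second addition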
ANO1 block – blocks the mouse calcium-activated chloride channel TMEM16A | Q8BHY3 | 1.2% of 310,000 active | HEK293 TMEM16A/YFP iodide influx fluorescence, ionomycin | normalized B-score (activity score, 25-100; higher = stronger inhibition) at 10 µM | AID 588511;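 active = ratio plate-corrected score three or more library SD toward inhibition, starting fluorescence score within five deviations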;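 also: score derived from kinetic fluorescence span divided by baseline fluorescence per well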
* = called active by the depositor; i = inactive; . = no result given.

1) CCN(CC)CCNC(=O)c1ccc(NC(=O)c2cn(-c3ccc(F)cc3)nc2-c2cccc(OC)c2)cc1
2) CC(=O)Nc1ccc(S(=O)(=O)Nc2ccc(N3CCOCC3)cc2)cc1
3) CCOCCCNC(=O)CN1C(=O)/C(=C/c2ccccc2C)Sc2ccccc21
4) CCOC(=O)c1cnn(-c2nc(OC)cc(OC)n2)c1C(F)(F)F
5) O=C(COC(=O)c1c[nH]c(=O)[nH]c1=O)NCc1ccccc1
6) CC1=C(C(N)=O)C(c2cccs2)n2ncnc2N1 (stereo not drawn)
7) COc1cc(/C=N/NC(=O)CCn2nc(C)cc2C)ccc1O
8) O=C(CN1C(=O)C2C3C=CC(C3)C2C1=O)OCC(=O)c1ccc(Cl)cc1 (stereo not drawn)
Compound | 1 | 2 | 3 | 4 | 5 | 6 | 7 | 8
MrgX1 antag | i | i | i | i | i | i | i | .
RGS4 act | -11* | i | i | i | i | i | i | i
SKKanGAS inh | -14 | -4 | -8 | -2 | -10 | 8 | -8 | -3
HDAC3 inh | 0 | -2 | 1 | 0 | 1 | 0 | 4 | .
TRPC6 inhibitor | i | i | i | i | i | i | i | i
RGS4 inh | i | i | i | i | i | i | i | i
MrgX1 ag | i | i | i | i | i | i | i | .
TRPC6 activator | i | i | i | i | i | i | i | i
TMEM16A act | i | i | i | i | i | i | i | i
MrgX1 allo act | i | i | i | i | i | i | i | .
ANO1 block | i | i | i | i | i | i | i | .

9) Cc1cnc(NS(=O)(=O)c2ccccc2)c(Br)c1
10) CCOC(=O)c1cc(-c2ccco2)nc2c1c(C)nn2CCC#N
11) CC(C)(C)c1nnc(NC(=O)COc2ccc3c(c2)OCO3)s1
12) N#CC1=C(N)Oc2cc(N)ccc2C1c1cc(Br)cs1 (stereo not drawn)
13) Cc1ccc(C(=O)COC(=O)C2C3C=CC(C3)C2C(=O)OCC(=O)c2ccc(C)c(C)c2)cc1C (stereo not drawn)
14) Cc1cccc(N/N=C/c2ccc(C)s2)c1
15) Cc1ccc(C(NC(=O)NC(C)c2ccccc2)C(Cl)(Cl)Cl)cc1F (stereo not drawn)
16) Cc1cc(NC(=O)Cn2cnc3c2c(=O)n(C)c(=O)n3C)n(-c2ccccc2)n1
Compound | 9 | 10 | 11 | 12 | 13 | 14 | 15 | 16
MrgX1 antag | i | i | i | i | i | i | i | i
RGS4 act | i | i | i | i | i | i | i | i
SKKanGAS inh | -7 | -4 | -11 | 3 | 7 | -1 | 57* | 1
HDAC3 inh | . | -2 | -4 | -2 | -9 | -15 | . | 1
TRPC6 inhibitor | i | i | i | i | i | i | i | i
RGS4 inh | i | i | i | i | i | i | i | i
MrgX1 ag | i | i | i | i | i | i | i | i
TRPC6 activator | i | i | i | i | i | i | i | i
TMEM16A act | i | i | i | i | i | i | i | i
MrgX1 allo act | i | i | i | i | i | i | i | i
ANO1 block | i | i | i | i | i | i | i | i

17) O=C(NCCCN1CCCC1=O)c1cc(S(=O)(=O)N2CCOCC2)ccc1Cl
18) Cc1ccccc1CN1CCN(CC(=O)NCc2ccco2)C1=O
19) O=C(NC1CCCCCC1)C1CCN(C(=O)Cc2ccccc2)CC1
20) COCCOC(=O)C1=C(C)NC(=O)NC1c1cn(-c2ccccc2)nc1-c1cccs1 (stereo not drawn)
21) CC(=O)c1nn(-c2ccc(C(F)(F)F)cc2)c(=O)[nH]c1=O
22) CCCCn1ccc(O)c(Cc2ccc(F)cc2)c1=O
23) O=C(NC(=O)c1ccccc1Cl)C(=O)Nc1ccc(Cl)cc1
24) Cc1cc(C)n(-c2ncnc3c2oc2ccccc23)n1
Compound | 17 | 18 | 19 | 20 | 21 | 22 | 23 | 24
MrgX1 antag | i | i | i | i | i | i | i | i
RGS4 act | i | i | i | i | i | i | i | i
SKKanGAS inh | -3 | 1 | 5 | -2 | -3 | 0 | 34 | 1
HDAC3 inh | 0 | -7 | 0 | 6 | 2 | -7 | 1 | 6
TRPC6 inhibitor | i | i | i | i | i | i | i | i
RGS4 inh | i | i | i | i | i | i | i | i
MrgX1 ag | i | i | i | i | i | i | i | i
TRPC6 activator | i | i | i | i | i | i | i | i
TMEM16A act | i | i | i | i | i | i | i | i
MrgX1 allo act | i | i | i | i | i | i | i | i
ANO1 block | i | i | i | i | i | i | i | i

By substructure: the entries above containing sulfur
2) CC(=O)Nc1ccc(S(=O)(=O)Nc2ccc(N3CCOCC3)cc2)cc1
3) CCOCCCNC(=O)CN1C(=O)/C(=C/c2ccccc2C)Sc2ccccc21
6) CC1=C(C(N)=O)C(c2cccs2)n2ncnc2N1 (stereo not drawn)
9) Cc1cnc(NS(=O)(=O)c2ccccc2)c(Br)c1
11) CC(C)(C)c1nnc(NC(=O)COc2ccc3c(c2)OCO3)s1
12) N#CC1=C(N)Oc2cc(N)ccc2C1c1cc(Br)cs1 (stereo not drawn)
14) Cc1cccc(N/N=C/c2ccc(C)s2)c1
17) O=C(NCCCN1CCCC1=O)c1cc(S(=O)(=O)N2CCOCC2)ccc1Cl
20) COCCOC(=O)C1=C(C)NC(=O)NC1c1cn(-c2ccccc2)nc1-c1cccs1 (stereo not drawn)
Compound | 2 | 3 | 6 | 9 | 11 | 12 | 14 | 17 | 20
MrgX1 antag | i | i | i | i | i | i | i | i | i
RGS4 act | i | i | i | i | i | i | i | i | i
SKKanGAS inh | -4 | -8 | 8 | -7 | -11 | 3 | -1 | -3 | -2
HDAC3 inh | -2 | 1 | 0 | . | -4 | -2 | -15 | 0 | 6
TRPC6 inhibitor | i | i | i | i | i | i | i | i | i
RGS4 inh | i | i | i | i | i | i | i | i | i
MrgX1 ag | i | i | i | i | i | i | i | i | i
TRPC6 activator | i | i | i | i | i | i | i | i | i
TMEM16A act | i | i | i | i | i | i | i | i | i
MrgX1 allo act | i | i | i | i | i | i | i | i | i
ANO1 block | i | i | i | i | i | i | i | i | i
